Pf Dd2 inh = inhibitors of Plasmodium falciparum Dd2 growth | Potency, µM (titrated, usually from 28.9 µM), for inactives: top-dose activity, negative = inhibition, actives largely listed as inhibitors | 4.3% of 120,000 active | P. falciparum Dd2 growth, SYBR Green, 72 h; active = well fitted inhibition curve with a large enough effect; inconclusive = small, poorly fitted or top-dose-only effect; inactive = no such curve, though single readings can be large or run the other way;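 note: plate controls were DMSO vehicle for no effect and reference drug for full effect; nearly all actives have a fitted effect of over 65% in size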
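Infected erythrocytes (Dd2, 0.3% parasitemia, 2.5% hematocrit final) are added to compound in RPMI-1640/Albumax II medium, grown 72 h at 37C in low oxygen, then lysed with saponin/Triton-X containing SYBR Green and read by fluorescence.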
Numbers without * were called inactive; i = inactive; ? = inconclusive; [ ] = another dose, or the depositor's remark. Potency is the fitted concentration of half-maximal effect.

Cc1nc2ccn(Cc3cccs3)c(=O)c2cc1C(=O)N1CCN(c2ccccc2)CC1
  Pf Dd2 inh: ?

COc1ccc(N2CCN(CCCNC(=O)c3c(C)nn(-c4ccc(F)cc4)c3-n3cccc3)CC2)cc1
  Pf Dd2 inh: ?

CCCS(=O)(=O)N1C[C@@H](Oc2cccnc2)C[C@@H]1C(=O)NC
  Pf Dd2 inh: 4%

O=C(c1ccccc1)c1ccc2nc(Nc3cc(Cl)ccc3O)c3nncn3c2c1
  Pf Dd2 inh: ?

CNC(=O)c1cccc(-c2cnc3[nH]cc(CC(=O)NCc4cccs4)c3c2)c1
  Pf Dd2 inh: i

COc1ccc(CNC(=O)C2CCN(C(=O)N3CCOc4ccc(C)cc43)CC2)cc1
  Pf Dd2 inh: -3%

CNC(=O)[C@@H]1C[C@H](n2cc(CNC(=O)CCC3CCCCC3)nn2)CN1
  Pf Dd2 inh: -2%

O=C(N[C@H]1CO[C@H]2[C@@H]1OC[C@@H]2n1nnnc1Oc1ccccc1)c1cncnc1
  Pf Dd2 inh: 12%[44.1 µM]

CCNC(=O)[C@@H]1C[C@H](n2cc(C(C)(C)NC(=O)c3ccccc3C)nn2)CN1
  Pf Dd2 inh: -9%

O=C(NCc1ccc(F)cc1)c1noc(-c2ccc(F)cc2)n1
  Pf Dd2 inh: 19%

COc1ccc(CNC(=O)c2ccc3c(c2)N(C(=O)c2ccc(F)cc2)CC3)cc1
  Pf Dd2 inh: ?

CCOc1ccc(-c2cc(C(=O)NCCc3ccc(C)cc3)c3ccccc3n2)cc1
  Pf Dd2 inh: -4%

Cc1ccc(C(=O)COC(=O)c2cc(-c3ccc(Cl)cc3)nc3ccccc23)cc1
  Pf Dd2 inh: 12%

COC(=O)N(C)Cc1ccc(-c2ccccc2)cc1
  Pf Dd2 inh: ?

Cc1ccc(Sc2c(C)nn(-c3ccccc3)c2OC(=O)CC(C)C)cc1
  Pf Dd2 inh: -7%

COc1ccc(-n2nc(C(=O)Nc3cc(C)ccn3)c3c4ccccc4n(C)c3c2=O)cc1
  Pf Dd2 inh: ?

COc1ccc(-c2noc(CC3CCN(C(=O)c4cc(F)ccc4Cl)CC3)n2)cc1
  Pf Dd2 inh: ?

COc1ccc(F)c(-c2nc(CN3CCN(S(N)(=O)=O)CC3)c(C)o2)c1
  Pf Dd2 inh: -1%

Cc1ccc(CSc2ncc(Cl)c(C(=O)Nc3nnc(C)s3)n2)cc1
  Pf Dd2 inh: 29%

COc1cc(NC(=O)CN2C(=O)COc3ccc(S(=O)(=O)NC4CCCC4)cc32)cc(OC)c1
  Pf Dd2 inh: 40%[activator]

CCOc1ccc(CCNC(=O)Cn2c(-c3cccs3)cc3ccccc32)cc1
  Pf Dd2 inh: ?

Cc1cc(C(=O)N2CC(F)(F)C[C@H]2c2nc(C3CC3)no2)on1
  Pf Dd2 inh: 5%

CCn1ncc(N2CCC(NC(=O)CCC(C)C)CC2)cc1=O
  Pf Dd2 inh: 3%

CCOCCNc1ncnc2c1CN(C1CCNCC1)C(=O)CN2C
  Pf Dd2 inh: 20%

CCOc1cccc(C(=O)Nc2ccc3oc(-c4ccncc4)nc3c2)c1
  Pf Dd2 inh: -20%

CCc1noc(-c2cccn3c(CNC(=O)c4ccncc4)nnc23)n1
  Pf Dd2 inh: -25%

COc1ccc(CNC(=O)CN2C(=O)C(c3ccccc3)=NC2(C)C)cc1OC
  Pf Dd2 inh: 16%

Cc1c(Cl)c(C(=O)N2CCn3nc(Cc4ccccc4)cc3C2)nn1C
  Pf Dd2 inh: -13%

7 entries from above, reformatted:
Compound,Pf Dd2 inh
Cc1ccc(Sc2c(C)nn(-c3ccccc3)c2OC(=O)CC(C)C)cc1,-7%
CNC(=O)[C@@H]1C[C@H](n2cc(CNC(=O)CCC3CCCCC3)nn2)CN1,-2%
CCn1ncc(N2CCC(NC(=O)CCC(C)C)CC2)cc1=O,3%
COc1ccc(CNC(=O)C2CCN(C(=O)N3CCOc4ccc(C)cc43)CC2)cc1,-3%
CNC(=O)c1cccc(-c2cnc3[nH]cc(CC(=O)NCc4cccs4)c3c2)c1,i
CCCS(=O)(=O)N1C[C@@H](Oc2cccnc2)C[C@@H]1C(=O)NC,4%
CCc1noc(-c2cccn3c(CNC(=O)c4ccncc4)nnc23)n1,-25%

A draw from above in order of molecular weight, smallest number first:
COC(=O)N(C)Cc1ccc(-c2ccccc2)cc1
  Pf Dd2 inh: ?

Cc1c(Cl)c(C(=O)N2CCn3nc(Cc4ccccc4)cc3C2)nn1C
  Pf Dd2 inh: -13%

Cc1ccc(Sc2c(C)nn(-c3ccccc3)c2OC(=O)CC(C)C)cc1
  Pf Dd2 inh: -7%

Compound activity from PubChem.

The list is partial. The share of hits here may be higher or lower than overall.
